Screens: PubChem BioAssay, Small Molecule Screening Facility, UW Madison
RMI-FANCM inh = disruptors of RMI1/RMI2 association with MM2 peptide – biochemical, fluorescence polarization, human, primary screen. RMI core complex (RMI1/RMI2) binding to FANCM MM2 peptide, human. RMI core complex with F-MM2 peptide; hits give low values. FP signal (polarization) at 33 µM. 70,000 compounds, 0.58% hits. AID 1159607, 2016; in the data active = FP signal below about 40; note: inactives centre near 61; strong numbers were not always called active; unit not given here
The depositor's hits bear a star; & = joins results of further samples. A portion of the library, so the mix of outcomes need not match the whole.

The opening 4 entries as a preview:
molecule | RMI-FANCM inh
CCN1C(SCC(=O)NCc2ccccc2Cl)=NS(=O)(=O)c2ccccc21 | 63
COc1ccc2ncc3c(-c4ccccc4)c(C(=O)NCCN4CCOCC4)sc3c2c1 | 64
O=c1c2nnc(-c3ccc([N+](=O)[O-])cc3)n2ccn1-c1ccc(F)c(F)c1 | 60
COc1ccc(OC)c(COCC(O)Cn2cnc3ccccc32)c1 (stereo unspecified) | 70

The list itself (from the top)
molecule | RMI-FANCM inh
CCN1C(SCC(=O)NCc2ccccc2Cl)=NS(=O)(=O)c2ccccc21 | 63
COc1ccc2ncc3c(-c4ccccc4)c(C(=O)NCCN4CCOCC4)sc3c2c1 | 64
O=c1c2nnc(-c3ccc([N+](=O)[O-])cc3)n2ccn1-c1ccc(F)c(F)c1 | 60
COc1ccc(OC)c(COCC(O)Cn2cnc3ccccc32)c1 (stereo unspecified) | 70
CCOc1c(C)cc(S(=O)(=O)Nc2ccc3c(c2)N(C(=O)C(C)(C)C)CC3)cc1C | 70
COc1cccc(-c2csc(-n3nc(C)cc3NC(=O)/C=C/c3ccc4c(c3)OCO4)n2)c1 | 88
Cc1ccc(NC(=O)CSc2nc(-c3ccc(F)cc3)nc3c2Cc2c(CO)cnc(C)c2O3)cc1C | 66
CCn1nccc1C(=O)N(Cc1cccnc1)c1nc2c(C)ccc(Cl)c2s1 | 96
COc1cccc(CSc2nc(C)c(CC(=O)N3CCN(C(=O)c4ccco4)CC3)c(=O)[nH]2)c1 | 62
COc1ccccc1-c1nnc(C2CCN(C(=O)Nc3cccs3)CC2)s1 | 60
Cc1ccccc1COc1cn(CC(=O)Nc2ccccc2C(F)(F)F)c(CO)cc1=O | 54
COCCN1CCCc2ccc(NS(=O)(=O)c3ccc(F)cc3C)cc21 | 58
O=C(CSc1nc2ccccc2[nH]1)Nc1nccs1 | 57
CC(C)(C)NC(=O)Cn1nc(-c2cccs2)c2sc(N3CCOCC3)nc2c1=O | 61
Cc1cc(=O)n2c(-c3cccc(NC(=O)c4ccc(Br)o4)c3)csc2n1 | 72
CC(C)(C)OC(=O)NCCNc1ccc(C(F)(F)F)cc1N | 53
CCC(CC)C(=O)NCCn1nc(-c2ccco2)ccc1=O | 55
Cc1cn2c(=O)c(C(=O)N3CCN(C(c4ccccc4)c4ccccc4)CC3)cnc2s1 | 55
COCCN1CCC(CNC(=O)C(C)C)CC1 | 72
COc1ccc(-n2c(SCC(=O)N3CC(C)OC(C)C3)nc3c([nH]c4ccccc43)c2=O)cc1OC (stereo unspecified) | 70
O=C(Nc1nnc(-c2ccccc2Cl)o1)c1ccc2ccccc2c1 | 72
COc1ccc(Cc2nnc(C3CCN(S(C)(=O)=O)CC3)s2)cc1 | 61
CC1(C)c2cc(O)ccc2OC1N1CCOCC1 (stereo unspecified) | 58
O=C(/C=C/c1ccccc1)N1CCN(c2nc3ccc(Cl)cc3s2)CC1 | 80
Cc1cc(C)cc(N2C(=O)C3N=NN(c4ccc(F)c(Cl)c4)C3C2=O)c1 (stereo unspecified) | 60
COc1cccc(CNC(=O)CS(=O)(=O)c2cccs2)c1 | 64
O=C1/C(=C/c2cccs2)CCC/C1=C\c1cccs1 | 66
O=C(NCc1ccsc1)c1c(F)cccc1F | 68
O=C(CSc1nc2c(oc3ccccc32)c(=O)n1CC1CCCO1)Nc1cccc(Cl)c1 (stereo unspecified) | 67
CC1(C)CC(=O)c2c(nc3sc(C(=O)NCC4CCCO4)c(N)c3c2-c2ccccc2)C1 (stereo unspecified) | 53
Cc1ccc(S(=O)(=O)c2ncsc2Sc2ccc([N+](=O)[O-])cc2[N+](=O)[O-])cc1 | 56
O=C(Cn1cc(-c2nnc(-c3ccccc3)o2)c2ccccc21)N1CCOCC1 | 87

3 structures already listed, ordered by number of heavy atoms, low to high:
molecule | RMI-FANCM inh
O=C(NCc1ccsc1)c1c(F)cccc1F | 68
O=C1/C(=C/c2cccs2)CCC/C1=C\c1cccs1 | 66
Cc1cc(C)cc(N2C(=O)C3N=NN(c4ccc(F)c(Cl)c4)C3C2=O)c1 (stereo unspecified) | 60

Following part:
molecule | RMI-FANCM inh
CCS(=O)(=O)Nc1cccc(C2=NN(S(=O)(=O)c3ccccc3)C(c3ccc(C)cc3)C2)c1 (stereo unspecified) | 67
C=CCOc1ccc(C2C(C(=O)c3sc(C)nc3C)=C(O)C(=O)N2CCN(C)C)cc1 (stereo unspecified) | 65
CCOc1ccc(-n2nnnc2CNC(=O)COc2ccc(C)cc2)cc1 | 57
CCOC(=O)Nc1c(C)noc1C | 52
O=C(NCc1csc(-c2cccs2)n1)Nc1ccccc1-c1ccccc1 | 63
O=C(Nc1nc(-c2cccc3ccccc23)cs1)c1cc([N+](=O)[O-])cc([N+](=O)[O-])c1 | 60
N#Cc1ccsc1NC(=O)CN1C(=O)CCC1=O | 70
COc1ccc(CNC(=O)NCC(c2ccsc2)N2CCN(C)CC2)cc1OC (stereo unspecified) | 66
CCc1nnc(C2CCN(C(=O)c3cc(Cl)ccc3OC)CC2)s1 | 59
Cc1nn(C2CCS(=O)(=O)C2)c2nc(-c3cccs3)cc(C(=O)N3CCc4ccccc4C3)c12 (stereo unspecified) | 74
Cc1[nH]c(=O)[nH]c(=O)c1CCC(=O)O | 67
CN(C)C=Nc1c(C#N)cnn1-c1ccc(F)c(Cl)c1 | 54
O=C(Cc1ccc(F)cc1)NCCOc1ccc(-c2ccco2)nn1 | 53
Cn1cc(C(=O)N2CCOCC2)cc(NC(=O)c2ccc(Cl)cc2)c1=O | 59
Cc1ccc(NC(=O)C(=O)NCC(c2ccc3c(c2)CCN3C)N2CCN(C)CC2)cc1F (stereo unspecified) | 55
O=c1c(Sc2ccc(Cl)cc2)c(Sc2ccc(Cl)cc2)c1=O | 51

Ordered by the number under RMI-FANCM inh (largest number first): five from the list above
molecule | RMI-FANCM inh
Cc1nn(C2CCS(=O)(=O)C2)c2nc(-c3cccs3)cc(C(=O)N3CCc4ccccc4C3)c12 (stereo unspecified) | 74
Cc1[nH]c(=O)[nH]c(=O)c1CCC(=O)O | 67
CN(C)C=Nc1c(C#N)cnn1-c1ccc(F)c(Cl)c1 | 54
O=C(Cc1ccc(F)cc1)NCCOc1ccc(-c2ccco2)nn1 | 53
O=c1c(Sc2ccc(Cl)cc2)c(Sc2ccc(Cl)cc2)c1=O | 51

Next section
molecule | RMI-FANCM inh
COc1ccc(Cl)cc1NC(=O)Cn1nc2ccc(Sc3ccccc3)nn2c1=O | 59
CN=C1SC(CC(=O)Nc2ccccc2F)C(=O)N1C (stereo unspecified) | 56
CCOc1cccc2sc(=NC(=O)c3cc(C)n(CC)n3)n(C)c12 | 63
COc1ccccc1CNC(=O)c1sc(=S)n(-c2cc(Cl)ccc2OC)c1N | 75
O=C(Cc1cc(Br)sc1Br)Nc1cccc(C(F)(F)F)c1 | 56
Cc1ccc2[nH]c(=O)c(C3=NN(C(=O)c4cccs4)C(c4ccco4)C3)c(-c3ccccc3)c2c1 (stereo unspecified) | 91
O=C(CSc1nc2ccccc2[nH]1)N1c2ccccc2Sc2ccccc21 | 130&55
COc1ccc(-n2c(-c3cccs3)n[nH]c2=S)cc1 | 54
CCc1ccc(NC(=O)C(=O)Nc2ccc([N+](=O)[O-])cc2)cc1 | 67
Cc1ccc(-n2ncc3c2ncn2c(C)nnc32)c(C)c1 | 63
CNS(=O)(=O)c1ccc2nc(NC(=O)c3ccco3)sc2c1 | 62
COCCN1CCC(CNC(=O)c2cccc(C)c2)CC1 | 70
CCOC(=O)c1cc(/C(C)=N\OC(=O)c2ccccc2)on1 | 54
O=C(Nc1ccc2c(c1)CN(S(=O)(=O)c1ccccc1)CC2)c1ccc2c(c1)OCO2 | 66
CCOC(=O)C1(O)CSc2nc3sc(C)c(C)c3c(=O)n21 (stereo unspecified) | 59
COc1ccc(/C=C2\SC(=S)N(CCC(=O)Nc3cc(C)on3)C2=O)cc1OC | 58
Cn1c(-c2nc(C(=O)NN3CCOCC3)cs2)cc2ccccc21 | 3*
CC(C)Oc1ccc(C(=O)N2CCNC(=O)C2C)cc1 (stereo unspecified) | 70
CC(=O)SCc1nc(SCC(=O)Nc2ccccc2C)n[nH]1 | 66
O=C(COc1ccc(Cl)cc1Cl)NCCCn1nc(-c2ccccc2)ccc1=O | 64
O=S(=O)(Cc1cccc(C(F)(F)F)c1)Cc1nc(-c2ccc3c(c2)OCCCO3)cs1 | 56
Cc1ccc(C(=O)NCCn2ncccc2=O)cc1C | 63
O=C(CSCCOc1ccccc1)NCc1ccco1 | 55
COc1cccc(CSc2nc(CC(=O)NCc3ccco3)cc(=O)[nH]2)c1 | 52
CCN(CC)c1ccc(NC(=O)c2ccc(=O)n(C)n2)cc1 | 61
COc1cc(C(=O)Nc2ccc(N3CCCCC3)cc2)c(Br)c(OC)c1OC | 66
O=c1nc2s/c(=C\c3cccs3)c(=O)n2nc1Cc1ccccc1Cl | 108
O=C(Nc1cc(Cl)c(Cl)cc1Cl)c1cnc2n(c1=O)CCS2 | 64
O=C(OCC(=O)c1cccc2ccccc12)c1cccs1 | 64
O=C(NCCc1ccco1)C(=O)NCC1CCCN1S(=O)(=O)c1cccs1 (stereo unspecified) | 57
Cc1cc(NC(=O)C(c2ccccc2)c2ccccc2)on1 | 66
COC(=O)C1=C(C)NC2=C(C(=O)CC(c3ccc(F)cc3)C2)C1c1ccc2c(c1)CCC(C)(C)O2 (stereo unspecified) | 58&57
O=c1c(Cc2ccccc2OCc2ccccc2)coc2ccccc12 | 63
O=C(NC1CCN(Cc2ccccc2)CC1)c1ccccc1 | 64
COc1cc(OC)cc(C(=O)NC(=S)Nc2cccc(-c3nc4ccccc4[nH]3)c2)c1 | 60
COc1ccc(NC(=O)CC2CCCCN2S(=O)(=O)c2cccs2)cc1Cl (stereo unspecified) | 70
CCOC(=O)Cc1csc(NC(=O)C2CCCN(c3ccc(-c4cccs4)nn3)C2)n1 (stereo unspecified) | 73
Cc1cccc2sc(N3CCN(C(=O)CS(=O)(=O)c4ccccc4)CC3)nc12 | 52
CN(c1ccccc1)S(=O)(=O)c1ccsc1-c1nc(-c2ccncc2)no1 | 60
CCOc1ccc2ncc(S(=O)(=O)c3ccccc3)c(N3CCN(c4cccc(C)c4C)CC3)c2c1 | 62

Rewritten with the structure last: entries from further up.
RMI-FANCM inh	molecule
73	CCOC(=O)Cc1csc(NC(=O)C2CCCN(c3ccc(-c4cccs4)nn3)C2)n1 (stereo unspecified)
62	CCOc1ccc2ncc(S(=O)(=O)c3ccccc3)c(N3CCN(c4cccc(C)c4C)CC3)c2c1
63	O=c1c(Cc2ccccc2OCc2ccccc2)coc2ccccc12
60	COc1cc(OC)cc(C(=O)NC(=S)Nc2cccc(-c3nc4ccccc4[nH]3)c2)c1

Further structures:
canonical_smiles	RMI-FANCM inh
O=C(CSc1ccc(NC(=O)c2ccccc2)nn1)Nc1nc2ccccc2s1	129
O=C(CSc1ncnc2sc3c(c12)CCCC3)Nc1cc(C(F)(F)F)ccc1Cl	72
O=S(=O)(NCC(c1ccsc1)N1CCOCC1)c1cccc(F)c1 (stereo unspecified)	66
CCN1CCOc2ccc(NC(=O)COc3ccccc3OC)cc2C1=O	67
COc1ccc(Cl)cc1NC(=O)CS(=O)(=O)c1cn(CC(=O)N2CCOCC2)c2ccccc12	57
COc1c(Br)csc1-c1nnc(-c2cccc([N+](=O)[O-])c2)o1	66
CC(=O)Nc1ccc(OC(=O)c2conc2C(C)(C)C)cc1	55
CCOCCCn1c(NC(=O)Nc2cccc(Cl)c2)c2ccccc2nc1=O	53
CCCOc1ccc(C(=O)Nc2ncc(Cc3ccc(F)cc3)s2)cc1	70
CC(C)S(=O)(=O)c1cccc(C(=O)Nc2ccccc2-c2nc3ccccc3[nH]2)c1	56
O=C(O)c1cc2cc(OC(F)(F)F)ccc2[nH]1	49
COCCNCC(=O)N1N=C(c2cccs2)CC1c1cccc(O)c1 (stereo unspecified)	60
CCOc1ccc(-n2nnc3c(=O)n(Cc4nc(-c5cccc(Br)c5)no4)cnc32)cc1	108
Cc1c(Cl)cccc1NC(=O)Cc1csc(Nc2ccc(S(C)(=O)=O)cc2)n1	67
O=C(Cn1c2c(c(=O)n(C3CCCCC3)c1=O)CCC2)Nc1ccc2ncccc2c1	60
OC(CNCc1ccc(Cl)c(Cl)c1)Cn1ccc2ccccc21 (stereo unspecified)	71
O=C(Cc1cc(=O)[nH]c(SCC(=O)Nc2cccc(Cl)c2)n1)NCc1ccccc1	60
O=S(=O)(c1cc(F)ccc1F)N1CCN(c2ccc3nncn3n2)CC1	73
COc1ccc(N(CC(O)CON=C2c3ccccc3-c3ccccc32)S(=O)(=O)c2ccc(C)cc2)cc1 (stereo unspecified)	49
O=C(O)CSCC(=O)Nc1ccccc1Sc1ncnc2cc(-c3ccccc3)sc12	64
C=CCn1c(CSc2ccccc2[N+](=O)[O-])n[nH]c1=S	48
Cc1csc(CN2CCN(C(=O)c3c(-c4ccccc4Cl)noc3C)CC2)n1	62
CCOC(=O)c1c[nH]c2c(-c3ccccc3)c(C(F)(F)F)sc2c1=O	53
O=C(NCCN1CCOCC1)C(=O)Nc1ccc(Cl)c(N2CCCS2(=O)=O)c1	63
N/C(CS(=O)(=O)c1cccs1)=N/OC(=O)Nc1ccc(Cl)cc1	55
Cn1cc(-c2nc3ccccc3s2)c(N)n1	54
Cc1occc(=O)c1/C=C/O	57
O=[N+]([O-])c1ccc(-c2csc(N=Nc3c(O)[nH]c4ccccc34)n2)cc1	-41
O=C(Nc1cccc2c1C(=O)NC2=O)c1cc2cc([N+](=O)[O-])ccc2s1	44
O=C(CSc1nccn2nc(-c3cccc4ccccc34)cc12)Nc1cccc(F)c1	84
O=C(Nc1cccc2ccccc12)C1CCCCN1S(=O)(=O)c1cccs1 (stereo unspecified)	72
N#C/C(=C\c1ccsc1Sc1ccc(Cl)cc1)C(=O)c1cccs1	71
COc1ccc(-c2cc3c(=O)[nH]nc(SCc4nc(-c5ccc(C)cc5)oc4C)n3n2)cc1OC	74
C1C2CC3CC1CC(C2)C3=NN=C1C2CC3CC(C2)CC1C3	62
COc1ccc(OC)c(S(=O)(=O)NCCCn2nc(-c3ccccc3)ccc2=O)c1	67
O=C(NCc1ccc2c(c1)OCO2)c1cc(-c2ccccc2)n(C2CCS(=O)(=O)C2)n1 (stereo unspecified)	58
Cc1ccc(Nc2n[nH]nc2C(=O)Nc2cccc(C)c2C)cc1	60
Nc1nc(SCC(=O)N2CCN(c3ccc(F)cc3)CC2)ncc1S(=O)(=O)c1cccs1	68
